EBI2 antag: antagonists of human EBI2 receptor; 360,000 tested, 0.81% active; inhibition, % at 5 µM; P32249; AID 651636; EBI2 beta-arrestin recruitment, luminescence, 7a,25-OHC stimulated; in the data active means inhibition above about 38%;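 further: enzyme fragment complementation signal reports receptor beta-arrestin coupling in cells; 0% = agonist plus DMSO wells and 100% = wells without agonist; some results beyond the cut were filed as inactive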
UBC13 polyUb: human UBC13 polyubiquitination inhibition | P61088 | UBC13 polyubiquitin chain formation, TR-FRET | inhibition, % at 20 µM | 330,000 tested, 0.47% active; in the data active means inhibition above about 45%, passing the limit was not always enough
SENP8 block: SENP8 protease inhibition; Q96LD8; purified SENP8, Z-RLRGG-aminoluciferin cleavage, luminescence; inhibition, % at 10 µM; 330,000 tested, 1.2% active; AID 2540
CCR6 antag: blocks CCL20-driven beta-arrestin recruitment at human CCR6 | 340,000 tested, 0.49% active | AID 493098 | P51684 | inhibition, % at 20 µM | CHO-K1 CCR6 PathHunter beta-arrestin, luminescence, CCL20-stimulated;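 active means compounds whose inhibition of the agonist-driven luminescence signal at 20 µM reaches about 50%, limit read from the data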;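 further: cells stimulated with CCL20 at 14 nM final; plate controls were DMSO with CCL20 for no effect and DMSO without agonist for full effect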
Gli-Sufu antag: Gli-Sufu pathway antagonism. Sufu-KO-LIGHT fibroblasts, Gli luciferase reporter luminescence. inhibition, % at 5 µM. 340,000 tested, 0.74% active;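 active means inhibition above about 55%, limit read from the data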;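 further: 0% = DMSO-treated cells and 100% = wells with medium but no cells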
Jurkat NFkB inh: lowers PMA/ionomycin-induced NF-kB signal in Jurkat cells; PMA/ionomycin-induced NF-kB luciferase reporter, luminescence; inhibition, % at 4 µM; 330,000 tested, 0.53% active; AID 435003
Apaf-1 inh: human Apaf-1 inhibition; O14727; reconstituted apoptosome caspase-3 activity, DEVD-Rh110 fluorescence; inhibition, % at 20 µM; 330,000 tested, 0.71% active; AID 489030; active means inhibition of at least 40% at 20 µM;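 further: plate controls were DMSO wells for no effect and DEVD-CHO caspase inhibitor wells for full effect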
Target sequence (O14727 whole entry, looked up): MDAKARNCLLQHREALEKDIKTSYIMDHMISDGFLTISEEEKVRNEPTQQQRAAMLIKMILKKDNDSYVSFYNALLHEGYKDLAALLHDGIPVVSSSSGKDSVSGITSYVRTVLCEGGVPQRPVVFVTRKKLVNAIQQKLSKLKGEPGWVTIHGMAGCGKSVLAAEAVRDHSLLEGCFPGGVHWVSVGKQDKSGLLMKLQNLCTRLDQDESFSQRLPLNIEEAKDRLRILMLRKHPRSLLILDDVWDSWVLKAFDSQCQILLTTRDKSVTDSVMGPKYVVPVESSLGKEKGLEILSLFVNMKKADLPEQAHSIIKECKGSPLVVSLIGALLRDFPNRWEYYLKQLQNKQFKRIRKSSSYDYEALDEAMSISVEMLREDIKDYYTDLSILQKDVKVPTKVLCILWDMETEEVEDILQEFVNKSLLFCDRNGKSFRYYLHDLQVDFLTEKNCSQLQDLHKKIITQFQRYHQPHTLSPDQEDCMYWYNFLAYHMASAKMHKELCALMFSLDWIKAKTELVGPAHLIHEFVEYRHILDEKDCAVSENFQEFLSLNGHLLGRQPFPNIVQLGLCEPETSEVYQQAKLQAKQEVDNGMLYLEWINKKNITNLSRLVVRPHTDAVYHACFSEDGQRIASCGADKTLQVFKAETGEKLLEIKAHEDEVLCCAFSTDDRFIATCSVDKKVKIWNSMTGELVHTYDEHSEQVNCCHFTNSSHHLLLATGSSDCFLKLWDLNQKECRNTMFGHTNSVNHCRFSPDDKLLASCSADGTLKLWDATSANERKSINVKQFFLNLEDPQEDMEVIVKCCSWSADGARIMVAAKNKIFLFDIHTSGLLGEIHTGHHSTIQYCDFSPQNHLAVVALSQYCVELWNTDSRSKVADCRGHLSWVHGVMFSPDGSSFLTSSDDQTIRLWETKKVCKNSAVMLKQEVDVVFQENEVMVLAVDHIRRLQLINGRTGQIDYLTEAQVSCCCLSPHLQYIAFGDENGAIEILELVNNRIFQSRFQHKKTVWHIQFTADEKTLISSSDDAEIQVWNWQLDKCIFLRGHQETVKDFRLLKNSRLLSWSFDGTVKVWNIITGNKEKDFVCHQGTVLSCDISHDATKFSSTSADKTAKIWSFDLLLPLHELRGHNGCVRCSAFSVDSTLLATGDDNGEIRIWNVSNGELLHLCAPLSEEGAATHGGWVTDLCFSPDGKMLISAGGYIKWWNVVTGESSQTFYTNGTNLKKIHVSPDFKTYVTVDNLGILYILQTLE
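Medium: Hepes buffer, pH 7.5 / System: biochemical Apaf-1 apoptosome reconstitution / Measured by: Rh110 fluorescence, excitation 480 nm, emission 540 nm / Times: compound with Apaf-1, dATP, procaspase-3 30 min, then 50 min reaction, room temperature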
697 NFkB inh: inhibitors of the PMA/ionomycin-induced NF-kB reporter in 697 B cells; 697 B-cell NF-kB luciferase reporter, 16 h; inhibition, % at 4 µM; 330,000 tested, 0.33% active; AID 435022; in the data active means inhibition above about 35%
Active calls of the source: *; nt = not tested or not shown. Unless noted, no stated cut-off is given here; in the data, active means inhibition above about 50%; inactive means the rest.

SMILES	EBI2 antag	UBC13 polyUb	SENP8 block	CCR6 antag	Gli-Sufu antag	Jurkat NFkB inh	Apaf-1 inh	697 NFkB inh
CCn1cc(C(=O)NC(C)C23CC4CC(CC(C4)C2)C3)cn1 (stereo not drawn)	-14	-6	8	11	6	6	-15	9
COc1ccc(C2/C(=C(/O)c3ccccc3)C(=O)C(=O)N2CO)cc1 (stereo not drawn)	0	-8	2	1	11	-4	11	10
C/C(=N\Nc1nc(N2CCCCC2)nc(N2CCOCC2)n1)c1ccccc1O	35	4	2	7	38	-5	15	8
CC1(C)CC(=O)N(CC(=O)NCc2ccccc2)c2ccccc2S1(=O)=O	-3	6	-1	10	0	13	-4	12
Cc1c(C(=O)N2CCCC2)c(S(=O)(=O)N2CCCCC2)c(C)n1C	1	-2	-10	1	13	-5	0	-23
COCCN(C(=O)CCC(=O)Nc1cc(C)on1)C(C(=O)NC1CCCC1)c1ccccc1C (stereo not drawn)	5	-8	-10	19	13	-7	-4	1
CC(=O)N1N=C(c2ccc([N+](=O)[O-])cc2)CC1c1ccccc1Cl (stereo not drawn)	-2	-6	1	-7	8	11	15	4
COCCN1C(=O)CC(NNC(=O)c2ccc(S(=O)(=O)N3CCCC3)cc2)C1=O (stereo not drawn)	-13	-8	1	-4	-2	-4	2	32
CC[C@]12c3[nH]c4ccc(Cl)cc4c3CCN1C(=O)[C@@H](CC(=O)NCC13CC4CC(CC(C4)C1)C3)C[C@@H]2C(=O)N1CCN(C(=O)c2ccco2)CC1	8	nt	nt	7	7	nt	44*	1
C/C(=N\Nc1ccc(S(N)(=O)=O)cc1[N+](=O)[O-])c1ccco1	-13	-275	-8	24	4	-6	1	0
COc1ccc(NC(=S)Nc2ccc(S(=O)(=O)N3CCOCC3)cc2)c(OC)c1	-8	3	4	13	-11	8	7	3
NCCCC[C@H](NC(=O)C1CCNCC1)c1nnc([C@@H](N)Cc2ccc(O)cc2)o1	-15	-10	-18	-4	-1	-9	-5	-3
Cc1cc(C)c2cc(CN(CCN(C)C)C(=O)Nc3ccccc3Cl)c(=O)[nH]c2c1	0	-2	-11	-1	17	-2	25	-3
COC(=O)c1ccc(Nc2nc(C)cc(C)n2)cc1	10	0	-11	-3	-9	-11	-2	-26
C[C@@H]1CN([C@H](C)CO)C(=O)c2cc(NC(=O)Cc3cn(C)c4ccccc34)ccc2O[C@H]1CN(C)C(=O)Nc1ccc2c(c1)OCO2	-9	-17	-8	16	-1	-21	11	-15
CC(C)(C)S(=O)(=O)Cc1nc(-c2ccc(Cl)c(Cl)c2)cs1	30	9	-1	12	-7	-46	7	-36
O=c1cc(N2CCN(c3ccccc3)CC2)[nH]c(=O)n1C1CCCCC1	-1	-15	-6	9	6	-10	9	-30
CCOC(=O)C[N+]1(C)CCN(C(C)=O)CC1	-2	1	-1	7	-4	9	-7	3
Cc1ccc(NC(=O)CCC(=O)NNC(=O)NC23CC4CC(CC(C4)C2)C3)cc1C	14	12	-4	-2	7	1	-3	6
COc1ccc(S(=O)(=O)N2CCCCC2)cc1NC(=O)CCCOc1ccc(C)cc1	20	9	0	-3	0	-1	-1	1
CC(C)(C)c1cc(NS(=O)(=O)c2ccc(Br)s2)no1	-2	0	2	2	5	-10	3	-3
Brc1ccc(C2=CC(c3ccco3)n3nnnc3N2)cc1 (stereo not drawn)	5	0	-1	-1	-7	1	7	0
CCC(=O)Nc1c(C)cc(C)cc1Cl	12	10	-3	-1	6	-16	-1	7
Cc1cc(SCc2ccc([N+](=O)[O-])cc2)nc(=O)[nH]1	-4	-10	-2	2	-5	6	0	-17
O=C(c1ccccc1NS(=O)(=O)c1ccc(Br)cc1)N1CCOCC1	-2	8	1	10	-6	8	-3	18
Cc1ccc2c(cnn2C(=O)CCC(=O)NCc2cccc(Cl)c2)c1	-2	1	10	-9	0	14	7	15
Cc1cccc(NC2CCCCC2NS(=O)(=O)c2ccccc2)c1 (stereo not drawn)	2	-2	-1	5	14	11	2	-2
C[C@H]1CN=C(Nc2ccccc2)N1CCCC1CCCCC1	-2	11	7	6	30	20	2	8
Nc1ccc(S(=O)(=O)Nc2nccc(/C=C/c3ccc([N+](=O)[O-])cc3)n2)cc1	-2	2	-1	-6	1	4	5	-3
CN(C)c1ccc(/C=N/OC(=O)Nc2ccccc2)cc1	-8	-14	23	7	-106	-101	17	-95
O=C(CCCC(=O)NNC(=O)Nc1ccccc1)NNC(=O)Nc1ccccc1	0	0	-4	10	-18	-20	0	-14
O=C(CN(Cc1ccccc1Cl)C(=O)c1ccc(CN2CCOCC2)o1)NCC1CCCO1 (stereo not drawn)	-4	3	-1	-1	-3	1	1	16
O=[N+]([O-])c1cnc(Nc2ccc(Cl)cn2)c([N+](=O)[O-])c1	4	-15	-2	-6	25	-11	-7	-35
CCN(CC(=O)Nc1cc(Cl)ccc1C)C(=O)c1ccc2c(c1)NC(=O)C(C)S2 (stereo not drawn)	-2	2	-3	-6	5	17	7	4
COc1cc(S(=O)(=O)NCC2COCCO2)ccc1-n1cnnn1 (stereo not drawn)	-8	2	-12	-7	7	13	-17	-8
Cc1nonc1CN(C)C(=O)CC1C(=O)NCCN1Cc1c(F)cccc1Cl (stereo not drawn)	0	9	1	-11	0	23	29	4
CN1CCN(C(=O)c2cnn3c(C(F)(F)F)cc(-c4ccc5c(c4)OCO5)nc23)CC1	-6	-3	2	3	16	2	3	16
O=C(O)COc1ccc(/C=N/O)cc1Br	1	1	-3	5	-5	-3	-6	-1
CC(=O)c1cccc(NC(=O)N2CCCC2C(=O)Nc2ccccc2C)c1 (stereo not drawn)	-10	7	2	5	-8	0	-9	4
CCCn1c(SCC(=O)Nc2cc(C)on2)n[nH]c1=O	2	-4	7	-1	5	-3	1	-1
O=C(COC(=O)c1ccc(Cl)nc1)NCCc1ccc(Cl)cc1	2	7	2	8	11	4	3	8
O=C(N/N=C/c1ccc(N2CCOCC2)o1)c1cccc(C(F)(F)F)c1	11	0	-3	14	6	12	-6	22
CC(=O)c1cccc(NC(=O)C2CC(=O)N(Cc3ccccc3)C2)c1 (stereo not drawn)	-3	-10	-4	5	-4	-16	14	-10
COc1ccc(CCNC(=O)c2c(O)c3ccccc3n(C)c2=O)cc1	2	13	-14	-12	17	1	-15	4
CC1Sc2ccc(S(=O)(=O)CCC(=O)N(C)Cc3ccccc3)cc2NC1=O (stereo not drawn)	-16	1	17	1	12	7	9	1
O=C(CSc1ncnc2sccc12)N1CCCCC1	2	16	-1	7	-53	-45	-8	-43
COc1ccc(CCNC(=O)c2nnn(CC(=O)Nc3ccccc3C)c2N)cc1OC	-3	-6	-13	7	-4	-18	3	-5
Nc1nc2ccccc2nc1N1CCCC1	-8	10	-3	-23	23	2	-9	2
COc1ccccc1N1C(=O)C2C(c3ccc(F)cc3)NN(C(=O)c3ccc(C)cc3)C2C1=O (stereo not drawn)	-2	-5	-1	8	2	-9	-2	15
Cc1nc2ccc(S(=O)(=O)NC(C(=O)N3CCCCCC3)C(C)C)cc2s1 (stereo not drawn)	0	0	4	0	3	2	-1	15
Cc1cccc(/C=C2\Sc3ccc(C(=O)NCC4CCCO4)cc3N(C)C2=O)c1 (stereo not drawn)	13	2	-8	26	-23	2	27	-22
Cc1[nH]c(=O)[nH]c(=O)c1S(=O)(=O)Nc1cccc(C(F)(F)F)c1	-6	2	-3	-1	-4	-2	-3	7
CC1Cc2cccc3c(O)c(C(=O)c4nn[nH]n4)c(=O)n1c23 (stereo not drawn)	1	2	-8	-5	4	8	-7	2
CC(C)(C)C(=O)O/N=C1/C(=O)N(c2ccccc2)c2ccccc21	-1	-6	-4	1	-4	7	5	-14
O=C(NC1CCN(C(=O)Nc2ccc(F)cc2)CC1)c1cccc(F)c1	-5	6	3	5	1	7	2	11
COc1ccccc1CCNC(=O)CCn1nc(C)c2c(C)n(-c3ccccc3)nc2c1=O	5	7	0	2	-26	15	1	4
COc1cccc(OC)c1C(=O)OCC(=O)N(c1ccccc1)C1CCCCC1	5	4	2	5	-7	-4	25	-6
CC1(c2ccccc2Cl)NC(=O)N(CC(=O)N2c3ccccc3NC(=O)C2(C)C)C1=O (stereo not drawn)	-3	-5	-17	5	5	-5	18	2
COc1ccccc1NS(=O)(=O)c1cc(NC(=O)Cc2n[nH]c(=O)c3ccccc23)ccc1Cl	9	-6	-10	11	-4	-9	17	7
O=C(NNc1ccc(F)cc1)c1c(F)cccc1Cl	4	4	0	9	2	5	-12	0
Carrying on.
SMILES	EBI2 antag	UBC13 polyUb	SENP8 block	CCR6 antag	Gli-Sufu antag	Jurkat NFkB inh	Apaf-1 inh	697 NFkB inh
COc1ccc(Cl)cc1NC(=O)CSc1nc(N2CCOCC2)nc(N2CCOCC2)n1	7	2	-3	11	9	10	15	8
CCc1ccccc1NC(=O)CN1CCN(CC(=O)Nc2cc(C)ccc2OC)CC1	8	-3	-12	6	11	-14	16	-83
Cc1cnc(C(=O)OCC(=O)Nc2cc(-c3cc(C)c(C)cc3C)nn2-c2ccccc2)cn1	-10	-8	-2	5	-13	13	19	13
CCc1cc(C(=O)NCC(c2ccco2)N2CCCCC2)sc1C (stereo not drawn)	1	-7	-9	6	7	-7	23	-10
Nc1nc(N(Cc2ccccc2)Cc2ccccc2)nc(C(F)(F)F)n1	16	20	1	29	0	-4	13	-7
Cc1cccc(N2CN=C3SCC(=O)N3C2)c1	-17	3	-2	-7	4	-2	-9	3
Cc1ccc(C)c(OCCC(=O)Nc2cccc(S(=O)(=O)N3CCCCC3)c2)c1	5	-7	-9	14	11	-7	12	-7
COCCCN1C(=O)C(=O)/C(=C(/O)c2ccc(OC(C)C)cc2)C1c1ccncc1 (stereo not drawn)	-8	0	3	14	0	3	-9	23
Cc1ccccc1NC(=O)Cc1nc(COC(=O)c2ccc(O)cc2O)cs1	-1	-1	-9	18	-1	-4	11	-37
CCc1cccc(C)c1N1C(=O)CN(Cc2ccccc2)C1=S	2	6	4	1	32	12	12	0
Cc1ccc(OCC(=O)Nc2cccc(S(=O)(=O)N3CCOCC3)c2)c([N+](=O)[O-])n1	-12	2	-9	2	-2	5	3	9
CCOC(=O)N1CCN(C(=O)Cn2c(C)cc3ccccc3c2=O)CC1	-4	1	-8	1	-9	-10	3	-26
COc1ccc(CN=Cc2c(C(=O)O)[nH]c3ccccc23)cc1	-3	2	-1	14	-5	-5	1	3
CN(Cc1ccccc1)C(=O)c1ccccc1-c1ccccc1	8	6	-2	20	1	1	-1	-3
CCOc1ccc2nc(SCC(=O)c3ccccc3)sc2c1	-1	2	-15	5	-27	-5	5	-28

The last 4 entries of the section above open the next one.
SMILES	EBI2 antag	UBC13 polyUb	SENP8 block	CCR6 antag	Gli-Sufu antag	Jurkat NFkB inh	Apaf-1 inh	697 NFkB inh
CCOC(=O)N1CCN(C(=O)Cn2c(C)cc3ccccc3c2=O)CC1	-4	1	-8	1	-9	-10	3	-26
COc1ccc(CN=Cc2c(C(=O)O)[nH]c3ccccc23)cc1	-3	2	-1	14	-5	-5	1	3
CN(Cc1ccccc1)C(=O)c1ccccc1-c1ccccc1	8	6	-2	20	1	1	-1	-3
CCOc1ccc2nc(SCC(=O)c3ccccc3)sc2c1	-1	2	-15	5	-27	-5	5	-28
O=C(Cc1ccc(Cl)cc1)SCc1ccccc1	-4	11	-12	10	-10	-6	8	8
COc1ccc(CN2CCNC(=O)C2CC(=O)N(C)Cc2nc(C)cs2)c(OC)c1 (stereo not drawn)	-8	0	-1	13	-5	13	17	-2
Cn1c(=Nc2ccccc2)sc2ccccc21	-4	7	-3	0	-40	-19	2	-35
Cc1ccc(C(=O)N2CCC(n3nccc3NC(=O)c3ccccc3C)CC2)cn1	-4	-12	10	-6	-1	3	5	-5
O=C(CCCc1ccccc1)NC1CCSC1=O (stereo not drawn)	-7	7	-4	2	-5	-11	-10	8

Profiles from above. Order of screens: EBI2 antag, UBC13 polyUb, SENP8 block, CCR6 antag, Gli-Sufu antag, Jurkat NFkB inh, Apaf-1 inh, 697 NFkB inh
O=C(CCCc1ccccc1)NC1CCSC1=O (stereo not drawn) reads -7, 7, -4, 2, -5, -11, -10, 8
Cc1ccc(C(=O)N2CCC(n3nccc3NC(=O)c3ccccc3C)CC2)cn1 reads -4, -12, 10, -6, -1, 3, 5, -5

Source: PubChem BioAssay (Sanford-Burnham Center for Chemical Genomics)

Some of the compounds tested; the hit share may differ from the screen's.
